High-throughput results as filed in PubChem BioAssay.
DAGLB inhibitor – blocks human DAGLB lipase activity. Q8NCG7. HEK293T DAGLB membrane lysate, EnzChek fluorogenic substrate. inhibition, % at 5.17 µM. actives 0.059% (n = 340,000). AID 504411; in the data active = inhibition above about 34%;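 note: 0% = enzyme with vehicle and 100% = wells lacking enzyme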
Target sequence (Q8NCG7 whole entry, looked up): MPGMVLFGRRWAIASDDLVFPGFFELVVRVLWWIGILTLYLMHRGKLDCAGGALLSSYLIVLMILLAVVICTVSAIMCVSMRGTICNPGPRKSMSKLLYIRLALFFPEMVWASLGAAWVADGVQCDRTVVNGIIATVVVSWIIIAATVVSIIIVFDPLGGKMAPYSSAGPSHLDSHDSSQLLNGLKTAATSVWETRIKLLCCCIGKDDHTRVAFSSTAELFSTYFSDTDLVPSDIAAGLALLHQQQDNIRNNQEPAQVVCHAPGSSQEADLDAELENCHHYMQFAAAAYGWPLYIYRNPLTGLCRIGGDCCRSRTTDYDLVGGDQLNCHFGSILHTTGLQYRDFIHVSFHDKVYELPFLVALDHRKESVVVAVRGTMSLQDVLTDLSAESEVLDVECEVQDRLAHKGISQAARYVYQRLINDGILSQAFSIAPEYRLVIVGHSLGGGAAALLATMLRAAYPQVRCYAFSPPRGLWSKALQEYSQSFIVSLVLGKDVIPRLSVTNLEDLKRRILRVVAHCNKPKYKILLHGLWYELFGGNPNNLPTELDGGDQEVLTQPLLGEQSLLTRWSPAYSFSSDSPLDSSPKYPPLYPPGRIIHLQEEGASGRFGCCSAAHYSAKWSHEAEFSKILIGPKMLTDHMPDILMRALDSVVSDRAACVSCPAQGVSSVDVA
NSD2 inh – blocks human histone methyltransferase NSD2. O96028. NSD2 peptide methylation, AlphaScreen, 120 min. inhibition, % at 12.5 µM. actives 0.54% (n = 310,000); in the data active = inhibition above about 50%
V-ATPase pH – yeast V-ATPase proton transport regulation by pHLuorin; S. cerevisiae, pHLuorin cytosolic pH fluorescence; response, % at 10 µM; actives 0.37% (n = 350,000); AID 504577; in the data active = response mostly above about 7.3%, no sharp cut-off; inactive = mostly below about 5.4%; note: actives read high; inactives centre near 0; some compounds called inactive have numbers as strong as hits
Cardiac RTF inh – cardiac RTF calcium desensitization; P19429+P45379; actives 0.12% (n = 340,000); IANBD-labeled cardiac RTF, Ca2+ fluorescence; inhibition, % at 7.15 µM; AID 493244;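 active = inhibition above the mean inhibition of all tested compounds plus 3 SD, cut at about 17% in these data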;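 note: assay run at fixed EC70 calcium of 1.6 mM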
Keap1-Nrf2 PPI – disrupts human Keap1 binding to Nrf2 peptide; Keap1 Kelch-Nrf2 peptide fluorescence polarization, 1536-well; inhibition, % at 9.4 µM; Q14145; actives 0.15% (n = 340,000); in the data active = inhibition above about 12%;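 note: human Keap1 Kelch domain with fluorescein labeled Nrf2 9mer peptide probe; 0% = neutral control wells and 100% = peptide positive control; higher means more block of Keap1 binding to Nrf2 peptide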
LANA DNA inh – KSHV C-LANA DNA binding inhibition | inhibition, % at 9 µM | actives 0.078% (n = 340,000) | MBP-C-LANA/FAM-LBS DNA binding, fluorescence polarization | AID 504423;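 active = highest replicate inhibition at or above 60% at 9 µM, even if other replicates fall short; inactive = all replicates below 60% inhibition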;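 note: 0% = neutral control wells and 100% = 4 µM acridine orange control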
CAL PDZ FP-1 – inhibitors of human CAL PDZ peptide binding; Q9HD26; purified CAL PDZ, TMR-peptide fluorescence polarization, 1 h; inhibition, % at 24.9 µM; actives 0.92% (n = 300,000); AID 602252;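 active = mean inhibition of at least 30% with at least half of replicates also reaching 30%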;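 note: 0% = DMSO neutral control and 100% = excess unlabeled competitor peptide PRC23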
Arr AP2 block – blocks beta-arrestin peptide binding to AP2 adaptin. AID 504490. inhibition, % at 10 µM. actives 0.31% (n = 340,000). FITC-arrestin peptide / GST-AP2 beads, flow cytometry; AP2 beta2 appendage carries R879A mutation;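 active = inhibition above a set limit, near 3 SD of compounds lacking own fluorescence, cut at about 54% in these data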;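 note: plate controls were DMSO wells for no effect and 5 µM unlabelled arrestin peptide for full effect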
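test system = AP2 appendage R879A on GSH beads | buffer or medium = PBS plus Tween 20 (0.05%) and BSA (0.1%) | incubation = 12 min plus 1 h, RT | detection = bead flow cytometry, FITC channel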
DSG3 Ab inh – inhibitors of pemphigus antibody binding to human desmoglein-3 | P32926 | DSG3-coupled beads, scFv-anti-DSG3-GFP binding, flow cytometry; stronger effect = lower value | binding (percent of control), % at 10 µM | actives 0.48% (n = 310,000) | AID 588358;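 active = binding more than 3 SD below its plate's average and above zero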;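 note: hits lower antibody fragment binding to DSG3; some compounds called inactive have numbers as strong as hits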
CAL PDZ FP-2 – human CAL PDZ-peptide interaction inhibition. Q9HD26. purified CAL PDZ, TMR-peptide fluorescence polarization, 1 h. inhibition, % at 20 µM. actives 0.02% (n = 330,000). AID 504414;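 active = highest replicate inhibition of at least 40%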;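 note: plate controls were DMSO neutral control wells for no effect and unlabeled competitor peptide control wells for full effect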
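material = purified tagged CAL PDZ domain construct (CerCALP) | buffer or medium = sodium phosphate/NaCl buffer pH 7.4 with TCEP, IgG, Thesit | reagent = TMR-labelled reporter peptide T*-PRC34 bound in PDZ groove | incubation = 1 h room-temperature incubation prior to read | measured by = fluorescence polarization (mP) | evaluation = percent inhibition from loss of millipolarization | control set = unlabelled peptide and DMSO controls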
The depositor's hits bear a star; · = not tested or not shown.

Compound	DAGLB inhibitor	NSD2 inh	V-ATPase pH	Cardiac RTF inh	Keap1-Nrf2 PPI	LANA DNA inh	CAL PDZ FP-1	Arr AP2 block	DSG3 Ab inh	CAL PDZ FP-2
Cc1c(/C=N\NC(=O)c2ccc(F)cc2)cnn1C	-7	-4	4	0	0	0.0	-1	21	93	-0.8
CC(=O)C1=C(C)Nc2ncnn2C1c1ccccc1F (configuration not stated)	-2	-2	-1	6	-1	-1.8	-2	0	108	0.2
COc1ccccc1Nc1nc(N)nc(CSC(=S)N2CCC(C)CC2)n1	-3	4	0	2	0	-0.1	-4	-2	101	-0.2
Fc1ccc2nc(Nc3ccccc3)sc2c1	-3	-6	1	4	3	-2.7	-1	23	78	-1.4
CN(CCOc1ccc(Cl)cc1)C(=O)C1=CC=CN2CCS(=O)(=O)N=C12	-2	-1	-2	-1	-3	2.1	-9	2	·	-0.2
CN1CCN(C2Cc3ccc(F)cc3Sc3cc(F)c(Cl)cc32)CC1 (configuration not stated)	2	17	-1	2	-3	-0.2	·	-24	118	-0.7
O=C(NCCS(=O)(=O)N1CCN(c2ccccc2F)CC1)c1cccc(Br)c1	-1	0	5	3	-2	-0.9	-3	-13	·	-1.2
COc1cccc(/C=N/Nc2ccc(Cl)nn2)c1OC	-9	-1	-2	-7	-1	-0.5	·	-8	96	-0.2
CN(C)c1ccc(C2Nc3cccc4cccc(c34)N2)cc1	16	·	-4	-2	2	0.9	5	-4	88	1.3
COc1ccc(C2=NS(=O)(=O)N(C)C(C(=O)Nc3ccc(C)cc3)=C2)cc1	-4	·	3	-1	-2	-0.2	·	-6	96	-0.9
CN1CCN(c2nc(-c3ccc(Cl)c(Cl)c3)nc3ccccc23)CC1	-4	·	4	-8	-4	-0.3	-3	1	121	-0.7
Cc1ccc(-n2ncc3c2CCCC3NC(=O)CCC2=NNC(=O)CC2)cc1C (configuration not stated)	2	-1	2	-2	-1	-0.9	12	-8	104	-0.3
N#CCCn1cc(/C=N/O)c(-c2ccc(Cl)cc2)n1	2	-6	2	0	-3	0.2	-2	14	98	-0.7
CCCn1c(=NC(=O)CS(=O)(=O)c2ccccc2)sc2cc(S(C)(=O)=O)ccc21	3	0	-2	-20	1	2.0	-6	-7	96	-0.8
Cc1ccc(NC(=O)CSc2nnc(CNC(=O)c3ccco3)o2)cc1Cl	-1	-3	0	-9	-2	0.3	-3	7	·	-3.3
CC(=O)Nc1ccc(Nc2cc(-c3ccccc3)nc3ncnn23)cc1	0	-5	5	-9	0	-0.4	1	-15	116	-6.3
CCOc1ccc(S(=O)(=O)NCCC(=O)N(C)Cc2ccc(C)o2)cc1	1	0	-3	-5	-4	1.4	0	21	104	-2.5
CN1CCN(c2nc(-c3ccccc3)ncc2S(C)(=O)=O)CC1	0	5	0	-2	2	1.4	-2	-8	96	-1.2
CC(C)C(=O)NC(C)C(c1cccs1)N1CCN(C)CC1 (configuration not stated)	-2	-3	2	-5	-1	-0.8	·	-8	105	0.9
COCC(C)NCC(=O)NC(C)CCc1ccccc1 (configuration not stated)	0	-2	0	11	-1	0.2	-4	50	123	-0.8
CCOC(=O)c1c(NC(=O)c2ccccc2C(=O)O)sc2c1CCC2	5	0	1	3	-1	0.9	7	-11	140	-1.8
CCC(C(=O)O/N=C(\N)c1ccc(C)cc1)c1ccccc1 (configuration not stated)	-9	4	1	5	2	2.4	-1	27	103	-2.3
O=C(CCC(=O)N1CCOc2ccccc21)Nc1ccccc1Cl	2	·	-1	0	-1	-1.6	-1	-2	98	-0.3
CN1/C(=C/C(=O)COC(=O)C2COc3ccccc3O2)C(C)(C)c2ccccc21 (configuration not stated)	-4	-3	2	2	-7	0.8	-12	-11	96	0.6
CC(OC(=O)C1COc2ccccc2O1)C(=O)N(C)c1ccccc1 (configuration not stated)	-1	-2	-1	1	-4	-0.9	-1	5	103	0.2
N#Cc1c(N)nc(SCC(=O)OCc2ccccc2)c(C#N)c1-c1ccco1	-1	-1	·	-23	2	0.2	3	40	108	·
O=C1C2=C(CCCC2)C(=O)N1c1cccc(OCCBr)c1	-11	2	-1	-1	0	1.8	-2	0	124	-1.3
COc1ccc(OC)c(/C=N/NC(=O)CNC(=O)c2ccc(S(=O)(=O)N3CCOCC3)cc2)c1	2	-1	0	3	7	-1.2	-5	1	102	-0.5
Cc1ccccc1-n1c(C)nnc1SCC(=O)N(C)C1CCS(=O)(=O)C1 (configuration not stated)	2	-3	15*	0	-2	-0.6	·	-6	92	-0.5
CC1CCCC(NC(=O)Cn2cc(Br)ccc2=O)C1C (configuration not stated)	0	-15	1	-1	5	0.6	-3	-17	·	-0.2
CCOc1ccc(-c2nnc3sc(-c4ccccc4OC)nn23)cc1	-3	·	2	0	0	0.7	-1	-4	112	-0.2
CCCCC(=O)Nc1cccc(NC(=O)c2ccc(Br)o2)c1	0	0	5	-8	-1	0.8	·	17	106	-2.8
O=C(Cn1c(C(=O)NCCCN2CCOCC2)cc2sccc21)c1ccccc1	2	·	3	-5	-3	0.8	·	0	98	-3.7
Cc1cc(C(=O)N(C)CC(=O)Nc2ccccc2C(F)(F)F)c(C)o1	0	0	1	-1	-1	0.0	-2	9	94	-1.6
CCCc1nc2ccc(NC(C)=O)cc2c(=O)n1Cc1cccc(Cl)c1	0	-1	-1	0	-2	-1.9	-2	41	113	-0.4
CC(C)C(=O)NCCc1c[nH]c2ccccc12	-1	0	-1	3	-6	-0.4	-1	22	99	0.3
Cc1cc(C)cc(N(CC(=O)O)S(=O)(=O)c2c(C)noc2C)c1	0	·	3	1	-1	-2.5	-4	4	99	0.8
COc1nc(N)nc(NC23CC4CC(CC(C4)C2)C3)n1	3	0	·	-1	0	0.6	-2	29	82	-1.2
OC(CNC1CCCc2ccccc21)COc1ccc2ccccc2c1 (configuration not stated)	-4	-1	-1	-6	3	0.5	-3	12	93	-3.3
CN(C)CC(C)(C)CNC(=S)Nc1ccc(S(=O)(=O)N2CCOCC2)cc1	-1	4	-1	-2	-3	1.8	-1	11	106	-1.9
Cc1ccc(C(=O)N2CCC(N3CCC(C(=O)N4CCOCC4)CC3)CC2)cc1	1	3	-2	·	·	·	·	·	110	·
CN(C)S(=O)(=O)N1CCC(Oc2ccc(C(=O)N3C[C@H]4CC[C@H]3C4)cc2)CC1	2	1	4	4	-7	0.9	1	0	105	-2.0
CCN(CC)S(=O)(=O)c1ccc(Cl)c(NC(=O)COC(=O)c2ccc([N+](=O)[O-])o2)c1	2	-1	-2	-13	-6	-1.2	-7	-17	88	0.0
CCOc1ccccc1CN1CCN(Cc2ccon2)CC1CCO (configuration not stated)	-1	1	2	-4	-5	-1.4	1	10	104	0.5
O=C(O)c1ccc(O)c(N2C(=O)Nc3ccccc3N2O)c1	1	0	-3	-10	-7	1.1	-2	2	106	-0.3
Cc1ccc(OCC(=O)N2CCN(C(=O)c3cccs3)CC2)cc1	-1	-1	1	-9	-1	0.4	46*	-6	103	·
COc1ccc(C(=O)COC(=O)/C=C/c2ccccc2)cc1	2	-1	2	-1	3	0.6	-1	37	108	-3.1
COc1ccc(S(=O)(=O)Nc2ccccc2C(=O)NCc2cccnc2)cc1C	0	0	3	0	5	-0.1	-2	23	106	-2.0
CCOc1ccccc1NC1=C(Cl)C(=O)N(c2ccc(OC)cc2)C1=O	0	1	-5	5	-2	0.2	-2	3	106	-0.2
CN(CC(=O)NCCc1ccccc1)CC(=O)Nc1cccc(F)c1	-1	-1	-2	-5	-2	0.6	0	2	·	-1.0
COC(=O)c1ccc(C2C(C(=O)c3ccc(C)o3)=C(O)C(=O)N2c2cc(C)on2)cc1 (configuration not stated)	3	1	-1	-8	2	0.2	·	22	102	-0.4
CCCC(NC(=O)CCc1c(C)c2cc3c4c(oc3c(C)c2oc1=O)CCCC4)C(=O)O (configuration not stated)	1	4	-2	-1	2	-2.8	-13	14	100	-5.6
CCOC(=O)C1CCN(CCC(=O)Nc2ccc(Br)c(C)c2)CC1	1	34	3	-5	4	-1.4	2	-2	98	-0.7
O=C(CN1CCCCC1)Nc1ccc(C(F)(F)F)cc1Cl	-6	-6	0	-8	2	-1.0	-4	23	112	0.1
CCOC(=O)C1=C(c2ccccc2)NC(=S)NC1c1cccc([N+](=O)[O-])c1 (configuration not stated)	-2	0	1	-2	-8	1.0	-1	-11	112	-0.5
Cc1cccc(N2C(=O)CS/C2=N\NC(=O)c2ccc(Br)cc2)c1C	1	0	-1	-1	1	0.4	-7	-5	83	-3.1
CN1C(=O)C2(CCCCC2)C1c1ccccc1 (configuration not stated)	-1	·	-1	-2	-5	0.7	-3	-6	112	-1.2
CCOC(=O)c1cc2c(n(-c3ccc(Cl)cc3)c1=O)CCCC2=O	0	-1	-4	10	3	-1.3	1	11	98	-1.8
Oc1ccc(C2C=C(c3ccc(F)cc3)Nc3ncnn32)cc1 (configuration not stated)	3	·	10	-19	-5	1.3	-7	12	97	-1.2
O=C(c1c(F)cccc1F)N1CCN(CCOc2ccccc2)CC1	-3	-2	-1	-2	2	1.2	-3	-21	107	-0.7

Other structures follow:
Compound	DAGLB inhibitor	NSD2 inh	V-ATPase pH	Cardiac RTF inh	Keap1-Nrf2 PPI	LANA DNA inh	CAL PDZ FP-1	Arr AP2 block	DSG3 Ab inh	CAL PDZ FP-2
CC1CCN(C(=S)NCCc2ccccc2)CC1	0	6	-1	-3	0	-0.2	·	17	105	-0.5
COc1ccc(/C(N)=N/OC(=O)c2cccs2)cc1OC	-3	-4	1	-4	-1	-1.6	1	13	·	-0.9
CCCOC(=O)C1NC(=O)N2C(C(=O)OCCC)C(C)(C)S[C@H]12 (some centres not stated)	-2	·	12	-15	1	-1.0	-2	0	108	0.3
Cc1ccc(C(=O)Nc2ccccc2C(=O)N2CCOCC2)cc1[N+](=O)[O-]	1	1	3	-1	5	-1.9	-2	24	·	-1.6
CCOc1cc(CNC(=O)CN2C(=O)c3ccccc3S2(=O)=O)ccc1OC	3	-6	2	-6	-5	-0.6	-3	-11	106	-2.6
CCC(C)(C)NC(=O)CN(C(=O)CCC(=O)Nc1ccccn1)c1ccc(F)c(Cl)c1	-1	-2	-1	-6	-1	0.3	-2	5	94	0.5

Structures listed so far that contain a cyano group, in the order listed:
Compound	DAGLB inhibitor	NSD2 inh	V-ATPase pH	Cardiac RTF inh	Keap1-Nrf2 PPI	LANA DNA inh	CAL PDZ FP-1	Arr AP2 block	DSG3 Ab inh	CAL PDZ FP-2
N#CCCn1cc(/C=N/O)c(-c2ccc(Cl)cc2)n1	2	-6	2	0	-3	0.2	-2	14	98	-0.7
N#Cc1c(N)nc(SCC(=O)OCc2ccccc2)c(C#N)c1-c1ccco1	-1	-1	·	-23	2	0.2	3	40	108	·

Not all compounds are listed (hit frequency here may not be typical).
